Bioassay records as filed in PubChem BioAssay.
ATXN viability = Viability Counterscreen for Primary qHTS for Inhibitors of ATXN expression; S2 cells (HEK-293 line with an ATXN2-luciferase reporter) viability, CellTiter-Fluor protease fluorescence, 24 h; Potency, µM (top dose mostly 56.7 µM), usual class: cytotoxic; actives 0.49% (n = 400,000); AID 651635, 2014; also: nearly all actives have a fitted effect of over 40% in size
MCF10A rereplic = A quantitative high throughput screen for small molecules that induce DNA re-replication in MCF 10a normal breast cells. MCF 10A DNA re-replication, Hoechst nuclear intensity, 48 h. Potency, µM (doses to about 46.1 µM), inactives show top-dose activity, positive = re-replication, most hits filed as activators. actives 2.9% (n = 350,000); also: % of control where 0% means no effect; nearly all actives have a fitted effect of over 50% in size
Nrf2 ARE act = qHTS of Nrf2 Activators; AREc32 ARE-luciferase reporter (MCF7-derived line), luminescence, 24 h; actives 0.31% (n = 410,000); Potency, µM (titrated, usually from 46.1 µM), without a hit: top-dose activation, actives largely listed as activators; also: % of control where 0% means no effect; nearly all actives have a fitted effect of over 65% in size
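Reporter line AREc32 (ARE-Fluc), seeded overnight in OPTI-MEM with 5% FBS; compound pin-transferred, 24 hr at 37 deg C, 5% CO2; luminescent read-out.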
EPAC2 antag = qHTS for Antagonist of cAMP-regulated guanine nucleotide exchange factor 2 (EPAC2): primary screen. Rap guanine nucleotide exchange factor 4 (Homo sapiens), Q8WZA2. EPAC2 GEF exchange of Rap1B-BODIPY-GDP, fluorescence. Potency, µM (doses to about 114 µM), inactives show at the top dose activity, negative = inhibition, actives largely listed as inhibitors. actives 0.18% (n = 360,000). AID 720708, 2013; also: % is scaled to controls: 0 for no effect and ±100 for the full control effect; nearly all actives have a fitted effect of over 45% in size; many of its hits are not listed in these tables
Target sequence (Q8WZA2 whole entry, looked up): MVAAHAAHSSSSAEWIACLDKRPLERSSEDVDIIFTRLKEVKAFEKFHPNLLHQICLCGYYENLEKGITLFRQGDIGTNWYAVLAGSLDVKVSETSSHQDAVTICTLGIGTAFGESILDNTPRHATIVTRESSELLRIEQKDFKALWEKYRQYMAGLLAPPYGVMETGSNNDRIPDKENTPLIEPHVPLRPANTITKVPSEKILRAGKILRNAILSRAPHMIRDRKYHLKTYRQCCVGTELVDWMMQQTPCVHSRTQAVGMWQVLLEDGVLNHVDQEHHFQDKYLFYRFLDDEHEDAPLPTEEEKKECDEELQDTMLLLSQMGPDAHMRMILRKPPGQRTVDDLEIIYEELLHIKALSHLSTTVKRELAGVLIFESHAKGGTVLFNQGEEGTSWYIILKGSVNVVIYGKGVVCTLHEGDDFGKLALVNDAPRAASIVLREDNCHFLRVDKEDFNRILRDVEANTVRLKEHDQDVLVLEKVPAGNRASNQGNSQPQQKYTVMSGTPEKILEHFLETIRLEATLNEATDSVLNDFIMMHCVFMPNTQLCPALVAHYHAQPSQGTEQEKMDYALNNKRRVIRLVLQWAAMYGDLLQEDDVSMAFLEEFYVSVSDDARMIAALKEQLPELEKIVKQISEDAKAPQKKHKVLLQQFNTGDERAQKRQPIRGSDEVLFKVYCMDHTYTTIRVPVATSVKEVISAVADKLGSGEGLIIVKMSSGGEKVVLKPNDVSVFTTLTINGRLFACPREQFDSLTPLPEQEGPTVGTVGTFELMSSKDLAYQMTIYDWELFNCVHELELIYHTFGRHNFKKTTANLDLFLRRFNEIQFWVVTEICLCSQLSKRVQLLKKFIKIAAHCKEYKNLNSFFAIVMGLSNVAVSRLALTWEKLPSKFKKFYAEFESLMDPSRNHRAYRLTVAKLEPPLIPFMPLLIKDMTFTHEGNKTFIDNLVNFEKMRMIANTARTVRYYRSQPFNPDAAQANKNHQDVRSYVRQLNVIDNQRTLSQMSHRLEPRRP
Nrf2 inh = Nrf2 qHTS screen for inhibitors; A549 ARE-Fluc reporter, luciferase luminescence, 18-24 h; actives 2.1% (n = 360,000); AID 504444, 2011; Potency, µM (titrated, usually from 46 µM), for the others: at the top dose activity change, negative = inhibition, hits mostly inhibitors; also: % is scaled to controls: 0 for no effect and ±100 for the full control effect; nearly all actives have a fitted effect of over 60% in size
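In this cell-based qHTS, ARE-driven firefly luciferase in A549 cells reports Nrf2 activity; the luminescent signal after BugLite lysis is the measured value, with a prior CellTiter-Fluor read for cell health.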
A549 tox = Nrf2 qHTS screen for inhibitors: counterscreen for cytotoxicity; A549 ARE-Fluc cells, CellTiter-Fluor viability, 18-24 h; Potency, µM (series often up to 46 µM), without a hit: at the top dose activity change, negative = cytotoxicity, most hits filed as inhibitors; actives 0.16% (n = 390,000); AID 504648, 2011; also: % is scaled to controls: 0 for no effect and ±100 for the full control effect
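Cytotoxicity counterscreen: CellTiter-Fluor fluorescence was measured in A549 ARE_Fluc cells after 18-24 h of compound exposure in a concentration series. The subsequent BugLite luminescent read reports ARE-luciferase activity.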
ATXN2 expr inh = Primary qHTS for Inhibitors of ATXN expression; HEK-293 ATXN2-luciferase reporter, luminescence, 24 h; Potency, µM (series often up to 57 µM), inactives show at the highest dose activity change, negative = inhibition, actives largely listed as inhibitors; actives 0.72% (n = 360,000); also: % is scaled to controls: 0 for no effect and ±100 for the full control effect; nearly all actives have a fitted effect of over 55% in size
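qHTS (up to 57 uM final) was run with 24 h compound exposure of reporter cells at 37 °C. Each well was multiplexed: SteadyGlo luminescence measured ATXN2-luciferase expression after a fluorogenic Gly-Phe-AFC viability readout (25 uM final).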
TGFb SMAD3 inh = qHTS for Inhibitors of TGF-b | AID 588855, 2011 | Potency, µM (top dose mostly 46.1 µM), inactives show at the highest dose activity, negative = inhibition, hits mostly inhibitors | HepG2 CAGA-GFP TGF-b/SMAD3 reporter, GFP fluorescence, 18 h; TGF-beta stimulated, 500 pg/mL final | actives 1.2% (n = 410,000); also: % is scaled to controls: 0 for no effect and ±100 for the full control effect; nearly all actives have a fitted effect of over 65% in size
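GFP signal (ex488/em500-530) from TGF-beta-stimulated HEPG2 CAGA-GFP cells, 500 pg/mL final, 18 h at 37 degrees C in DMEM plus 1% FBS, normalized to unstimulated and DMSO-stimulated controls.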
HepG2 tox = qHTS for Inhibitors of TGF-b: Cytotox Counterscreen; HepG2 CAGA-GFP viability, ATP luminescence, 18 h; Potency, µM (series often up to 46.1 µM), for the others: at the highest dose activity change, negative = cytotoxicity, most hits filed as cytotoxic; actives 0.76% (n = 410,000); also: some results filed as inactive show a strong effect at the top dose
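CellTiter-Glo luminescence gave cytotoxicity after 18 hours at 37 degrees C. The cells were HepG2 CAGA-GFP in 1% FBS DMEM, stimulated with 500 pg/mL TGF-beta after compound addition. %Activity was normalised to no-cell wells (complete cell-killing) and DMSO (no toxicity), and curves were fitted and classified.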
An asterisk follows results filed as active; i = inactive; ? = inconclusive; . = no result given; & = joins results of further samples; [ ] = remark or other dose. Calls follow the shape of the dose curve; as a rule, active = well fitted curve in the direction sought with a large enough effect; inconclusive = small, poorly fitted or top-dose-only effect, or another doubt; inactive = no such curve, though single readings can be large; an effect the other way counts as inactive or inconclusive. Potency is read from the fitted curve at half-maximal effect. Only part of the results is shown. The share of hits here may be higher or lower than overall.

(1) C=CCN1C(=O)C(CC(=O)Nc2ccccc2)SC1=Nc1c(C)n(C)n(-c2ccccc2)c1=O (configuration not stated)
(2) COc1ccc(NC(=O)CS(=O)CC(=O)Nc2ccc(-n3cnnn3)c(C)c2)cc1 (configuration not stated)
(3) CC(C)(C)n1nc2c(c1NC(=O)c1ccc(Cl)c([N+](=O)[O-])c1)CS(=O)(=O)C2
(4) CC(C)(C)S(=O)(=O)N1C[C@@H]2CC/C=C\C/C=C\2[C@H]1CCO
(5) O=C(c1ccco1)N1CCN(c2nc3c(F)cc(F)cc3s2)CC1
(6) COC(=O)C1=C(C)N(CC2CC2)C(=O)N[C@H]1c1ccc(Br)cc1
assay / compound	1	2	3	4	5	6
ATXN viability	i	i	i	i	.	?
MCF10A rereplic	10%	-3%	5%	30%	.	-1%
Nrf2 ARE act	0.5%	0.1%	16%	-0.6%	4.5%	-0.9%
EPAC2 antag	-8%	4%	2%	0%	.	?
Nrf2 inh	-13%	5%	3%	6%	.	6%
A549 tox	6%	-3%	3%	10%	5%	-2%
ATXN2 expr inh	-20%	7%	-15%	5%	.	-21%
TGFb SMAD3 inh	?	32%[activator]	-12%	-6%	-19%	-5%
HepG2 tox	-8%	1%	-4%	5%	-20%	-11%

Compounds 1 through 6, reprinted for reference:
(1) C=CCN1C(=O)C(CC(=O)Nc2ccccc2)SC1=Nc1c(C)n(C)n(-c2ccccc2)c1=O (configuration not stated)
(2) COc1ccc(NC(=O)CS(=O)CC(=O)Nc2ccc(-n3cnnn3)c(C)c2)cc1 (configuration not stated)
(3) CC(C)(C)n1nc2c(c1NC(=O)c1ccc(Cl)c([N+](=O)[O-])c1)CS(=O)(=O)C2
(4) CC(C)(C)S(=O)(=O)N1C[C@@H]2CC/C=C\C/C=C\2[C@H]1CCO
(5) O=C(c1ccco1)N1CCN(c2nc3c(F)cc(F)cc3s2)CC1
(6) COC(=O)C1=C(C)N(CC2CC2)C(=O)N[C@H]1c1ccc(Br)cc1
assay / compound	1	2	3	4	5	6
ATXN viability	i	i	i	i	.	?
MCF10A rereplic	10%	-3%	5%	30%	.	-1%
Nrf2 ARE act	0.5%	0.1%	16%	-0.6%	4.5%	-0.9%
EPAC2 antag	-8%	4%	2%	0%	.	?
Nrf2 inh	-13%	5%	3%	6%	.	6%
A549 tox	6%	-3%	3%	10%	5%	-2%
ATXN2 expr inh	-20%	7%	-15%	5%	.	-21%
TGFb SMAD3 inh	?	32%[activator]	-12%	-6%	-19%	-5%
HepG2 tox	-8%	1%	-4%	5%	-20%	-11%

Additional entries
(7) O=C(NNc1ncnc2c1cnn2-c1ccc(F)cc1)c1cccs1
(8) Cn1c(/C(C#N)=C(\O)c2ccc([N+](=O)[O-])cc2)nc2ccccc21
(9) O=C(O)CCC(=O)Nc1nc2nccc(-c3ccccc3)n2n1
(10) CCOC(=O)C(=O)NCC(c1cccs1)S(=O)(=O)c1ccc(C)cc1 (configuration not stated)
(11) N#Cc1c(SCC(=O)Nc2nccs2)sc2c(O)cc(=O)[nH]c12
(12) O=c1c2ccccc2nc2n1CC/C2=C\N1CCN(c2ccc([N+](=O)[O-])cc2)CC1
assay / compound	7	8	9	10	11	12
ATXN viability	i	i	i	i	?	i
MCF10A rereplic	?	6%	-6%	-1%	0%	-8%
Nrf2 ARE act	0.6%	4.0%	2.7%	-0.6%	-0.4%	2.9%
EPAC2 antag	0%	1%	0%	1%	8%	7%
Nrf2 inh	?	5%	9%	9%	6%	5%
A549 tox	-13%	2%	-2%	-2%	-3%	1%
ATXN2 expr inh	-9%	.	16%	3%	13%	-5%
TGFb SMAD3 inh	18%	13%	23%	8%	-2%	3%
HepG2 tox	-3%	-4%	5%	-1%	0%	-7%

(13) N#Cc1nc(/C=C/c2ccc(F)cc2)oc1NCc1ccc(F)cc1
(14) C[C@H](CO)N1C[C@H](C)[C@@H](CN(C)S(=O)(=O)c2cccs2)Oc2ccc(NS(=O)(=O)c3ccccc3)cc2CC1=O
(15) O=C1SCC(c2ccc(Cl)cc2Cl)=NN1Cc1nnc(-c2ccccc2)o1
(16) Cc1ccc(S(=O)(=O)NCC(=O)N(CC(=O)NCC2CCCO2)Cc2ccccc2)cc1 (configuration not stated)
(17) CCc1ccc(C(=O)Nc2ccc(OC)c(S(=O)(=O)N3CCOCC3)c2)cc1
(18) COC(=O)c1sc2ncccc2c1-n1c(C)ccc1C
assay / compound	13	14	15	16	17	18
ATXN viability	i	i	i	i	i	i
MCF10A rereplic	.	?	?	0%	16%	.
Nrf2 ARE act	3.7%	0.0%	0.3%	0.4%	3.4%	6.4%
EPAC2 antag	.	-7%	3%	7%	-3%	.
Nrf2 inh	9%	0%	-11%	.	?	3%
A549 tox	1%	-2%	15%	1%	-12%	3%
ATXN2 expr inh	-2%	2%	4%	-3%	-11%	3%
TGFb SMAD3 inh	?	1%	0%	13%	-3%	-1%
HepG2 tox	-22%	-15%	-3%	9%	-1%	-16%

(19) Cc1ccc(CN2CC(C(=O)Nc3ncccc3C)CC2=O)cc1 (configuration not stated)
(20) CC(C)Oc1ccc(C(=O)N(Cc2ccco2)c2ccccn2)cc1
(21) O=C(/C=C/c1ccc(Cl)cc1Cl)N(Cc1ccc(Cl)cc1)C1CCS(=O)(=O)C1 (configuration not stated)
(22) Cc1[nH]n(-c2ccccc2)c(=O)c1N=Nc1cccc(S(=O)(=O)N2CCOCC2)c1
(23) O=C(CCN1C(=O)/C(=C/c2cccs2)SC1=S)NC1=NCCS1
(24) CCOc1ccc(NC(=O)CN(C)C(=O)CN2C(=O)C3CC=CCC3C2=O)cc1OCC (configuration not stated)
assay / compound	19	20	21	22	23	24
ATXN viability	i	i	?	i	i	i
MCF10A rereplic	0%	.	?	16%	-4%	4%
Nrf2 ARE act	-0.2%	3.9%	0.1%	-0.6%	-1.0%[9.22 µM]	-0.6%
EPAC2 antag	2%	.	-5%	-17%	-9%	0%
Nrf2 inh	-1%	?	?	-20%	6%	5%
A549 tox	4%	-1%	?	5%	-5%	-4%
ATXN2 expr inh	8%	29%	-27%	-25%	-11%	-5%
TGFb SMAD3 inh	-14%	?	-1%	1%	?	-14%
HepG2 tox	-56%	-4%	0%	4%	-1%	8%

(25) O=C(Cn1nc(C(=O)O)c2ccccc2c1=O)Nc1ccccc1C(F)(F)F
(26) COc1ccc(S(=O)(=O)N2CCCCC2)cc1NC(=O)c1cc([N+](=O)[O-])ccc1N1CCOCC1
(27) COc1cccc(OC)c1C(=O)Nc1nnc(C(C)C)s1
(28) COC(=O)c1cccc(S(=O)(=O)N2CCCCC2)c1
(29) O=C(CCCn1c(=S)[nH]c2cc3c(cc2c1=O)OCO3)N1CCN(c2ccccn2)CC1
(30) Cc1cccc(C)c1NC(=S)N1CCC(N(C)CC2CCCO2)CC1 (configuration not stated)
assay / compound	25	26	27	28	29	30
ATXN viability	i	i	i	i	i	i
MCF10A rereplic	-7%	0%	-5%	-2%	7%	11%
Nrf2 ARE act	6.8%	-0.4%	0.5%	-0.1%	0.0%	-0.7%
EPAC2 antag	24%	-7%	-4%	3%	2%	9%
Nrf2 inh	?	-20%	?	.	?	2%
A549 tox	-1%	3%	2%	5%	.	-3%
ATXN2 expr inh	-18%	7%	-4%	-7%	-12%	4%
TGFb SMAD3 inh	8%	-3%	-4%	-5%	11%	2%
HepG2 tox	1%	-9%	2%	-45%	-12%	-19%

(31) CCCN1C(=O)c2ccccc2NC1c1ccc(Cl)cc1 (configuration not stated)
(32) Cc1cc(O)c(NC(=S)NC(=O)c2ccc(-c3ccc(Cl)cc3)o2)cc1C
(33) CCOc1ccc(C(c2c(NC(=O)c3ccccc3)sc(C)c2C)N2CCN(C)CC2)cc1 (configuration not stated)
(34) Cc1ccc(S(=O)(=O)N(C)C)cc1NC(=O)COC(=O)CCCOc1ccccc1
(35) COc1cc(/C=C(/Sc2nnc(-c3ccc(F)cc3)o2)C(=O)O)ccc1OC(F)F
(36) CC(C)CCNC(=O)C(Cc1ccccc1)NS(=O)(=O)c1ccc2c(c1)c(=O)n(C)c(=O)n2C (configuration not stated)
assay / compound	31	32	33	34	35	36
ATXN viability	i	i	?	i	i	i
MCF10A rereplic	-3%	16µM*	?	0%	?	1%
Nrf2 ARE act	-0.1%	8.2%	6.7%	-0.4%	7.7%	0.6%&-0.2%
EPAC2 antag	-26%	-4%	-14%	2%	11%	0%
Nrf2 inh	6%	.	?	6%	20%	14%&10%
A549 tox	5%	-18%	-29%	3%	0%	3%&-3%
ATXN2 expr inh	4%	-5%	0%	-3%	-14%	-20%&1%
TGFb SMAD3 inh	-13%	?	-25%	15%	2%	-23%&6%
HepG2 tox	4%	-93%	-4%	1%	-9%	-6%&0%

(37) Cc1ccccc1NC(=O)c1cccc2nccnc12
(38) COc1ccccc1NC(=O)NC1(C(=O)N2CCC(O)CC2)CCCCC1
(39) Cc1ccc(-c2nnn(CC(=O)N(CCN3CCOCC3)C(C(=O)NC(C)(C)C)c3ccc(C)o3)n2)cc1 (configuration not stated)
(40) O=C1c2ccccc2C(=O)N1OCc1ccccc1[N+](=O)[O-]
(41) CCN1CCS/C1=C/C=C/C1=[N+](CC)CCS1
assay / compound	37	38	39	40	41
ATXN viability	i	i	i	i	i
MCF10A rereplic	28%	-4%	4%	2%	9%
Nrf2 ARE act	4.4%	-0.1%	-0.1%	3.2%	0.7%
EPAC2 antag	-1%	-5%	28%	-5%	-2%
Nrf2 inh	.	1%	-10%	4%	.
A549 tox	-2%	-4%	-9%	1%	?
ATXN2 expr inh	7%	5%	-9%	-3%	?
TGFb SMAD3 inh	-5%	-9%	-2%	1%	-3%
HepG2 tox	-2%	8%	6%	-18%	-12%
